# GPR55 activation – GPR55 agonists via beta-arrestin recruitment, primary screen, imaging, U2OS cells, beta-arrestin-GFP redistribution (AID 1961). U2OS GPR55 beta-arrestin-GFP redistribution imaging; higher % means a stronger effect. one-dose activation, % at 10 µM; EC50 in µM for titrated hits. 290,000 compounds, 0.048% hits;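 active = activation above 40% with more than 50 cells counted in the well; inconclusive = wells holding fewer than 50 cells, flagged as toxic or sparse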;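 also: U2OS osteosarcoma cells stably expressing GPR55 and beta-arrestin-GFP; plate controls were DMSO negative control for no effect and LPI positive control for full effect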
# Dynein transport – dynein cargo transport inhibition; 3617.4 mouse cells, GR-EGFP nuclear translocation imaging; test concentration mostly 20 µM; stimulated with dexamethasone, 1 µM; active compounds read low; z-score, hits read low; 220,000 compounds, 0.47% hits;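 active = plate z-score of nuclear minus cytoplasmic receptor signal below a set negative limit, without overly bright fluorescence or cell loss, cut at about -3.5 in these data, passing the limit was not always enough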;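 also: z-score of nuclear minus cytoplasmic ring GR-EGFP intensity difference per well; some compounds called inactive have numbers as strong as hits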
#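 Buffer or medium: tet-free, stripped-serum medium; reagent: dexamethasone at 1.0 µM final, 30 min; incubation: 48 h induction, 1 h compound, 30 min dex at 37 °C; measured by: formaldehyde fixation, Hoechst nuclear stain, 10x automated fluorescence imaging; read-out: nuclear-to-cytoplasmic GR-EGFP distribution per well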
# M17LAP inhibition – P. falciparum M17LAP inhibitors, primary screen, biochemical, fluorogenic H-Leu-NHMec substrate, 1536-well (AID 1619). 220,000 compounds, 0.38% hits. one-dose inhibition, % at 30 µM; IC50 in µM for titrated hits. recombinant M17LAP, H-Leu-NHMec fluorogenic kinetic assay; higher % means a stronger effect;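 active = compound inhibiting the enzyme by more than half at any dose during confirmatory dose-response retesting; inconclusive = strong single-dose inhibitors picked by rank but not retested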;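 also: plate controls were full reaction with DMSO carrier for no effect and no enzyme background for full effect; strong numbers were not always called active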
# HEK293 NOD2/NF-kB – NOD2 signaling inhibitors, cell-based, luminescence, uHTS, HEK293 (AID 1566) | HEK293 NOD2/NF-kB luciferase reporter, luminescence; higher % means a stronger effect | 290,000 compounds, 0.63% hits | inhibition, % at 4 µM; hits with a dose series show EC50 in µM; also: many of its hits are not listed in these tables
# KOR beta-arrestin-1 – KOR agonists, beta-arrestin recruitment, primary screen, cell-based, luminescence, uHTS (AID 1777) | KOR beta-arrestin recruitment, luminescence; higher % means a stronger effect | one-dose activation, % at 10 µM; EC50 in µM for titrated hits | 280,000 compounds, 0.02% hits; in the data active = activation above about 50%, passing the limit was not always enough; also: a part of the inactive calls stands beside numbers as strong as those of hits
# AID2073 – inhibitors of Mint1-CaV2.2 protein interaction, biochemical, HTRF (AID 2073) | 290,000 compounds, 0.19% hits | inhibition, % at 20 µM; hits with a dose series show IC50 in µM | HTRF protein-protein interaction, Mint1-CaV2.2; higher % means a stronger effect; in the data active = inhibition mostly above about 51%, no sharp cut-off; inconclusive = no clear call, values can overlap the other calls; inactive = mostly below about 53%; also: some results filed as inactive read as strong as hits
# KOR beta-arrestin-2 – KOR antagonists, beta-arrestin recruitment, cell-based, luminescence, uHTS (AID 1778); KOR beta-arrestin recruitment, luminescence, antagonist mode; higher % means a stronger effect; one-dose inhibition, % at 10 µM; IC50 in µM for titrated hits; 290,000 compounds, 0.091% hits; also: strong numbers were not always called active
# P. falciparum M1AAP – P. falciparum M1AAP inhibitors, biochemical, fluorogenic H-Leu-NHMec substrate, 1536-well (AID 1445). recombinant M1AAP, H-Leu-NHMec fluorogenic kinetic assay; higher % means a stronger effect. 220,000 compounds, 0.42% hits. inhibition, % at 30 µM; hits with a dose series show IC50 in µM;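 active = primary inhibition above the hit cutoff, then over 50% inhibition at one or more dose response concentrations, cut at about 23% in these data, passing the limit was not always enough; inconclusive = conflicting primary data, or primary hits not chosen for dose response; inactive = low primary inhibition, or under 50% at every dose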;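 also: plate controls were DMSO full reaction for no effect and no enzyme background for full effect; strong numbers were not always called active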
# NOD1 NF-kB reporter – NOD1 signaling inhibitors, primary screen, cell-based, luminescence, uHTS (AID 1578); inhibition, % at 4 µM; hits with a dose series show EC50 in µM; NOD1-driven NF-kB luciferase reporter cells, luminescence; higher % means a stronger effect; 290,000 compounds, 1% hits; in the data active = inhibition mostly above about 36%, no sharp cut-off; inactive = mostly below about 34%;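 also: HEK-293T reporter cells stimulated with the NOD1 agonist gamma-tri-DAP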
# Dynein transport cytoplasmic EGFP – recorded beside Dynein transport, whose call it bears; z-score; measured here: cytoplasmic GR-EGFP intensity; active compounds read high
# Dynein transport nuclear GR-EGFP – further read-out of Dynein transport, marked with its call; z-score; measured here: nuclear GR-EGFP intensity;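 lower value marks the stronger effect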
# Dynein transport cell count – recorded beside Dynein transport, whose call it bears; z-score; measured here: cell count per field
# The depositor's hits bear a star; ? = inconclusive; nt = not tested or not shown; [ ] = dose if it differs, or a comment. Rule as the data show it, unless noted: active = inhibition above about 50%; inactive = the rest. Only part of the results is shown; count on the stated rates, not on these rows.
SMILES	GPR55 activation	Dynein transport	Dynein transport cytoplasmic EGFP	Dynein transport nuclear GR-EGFP	Dynein transport cell count	M17LAP inhibition	HEK293 NOD2/NF-kB	KOR beta-arrestin-1	AID2073	KOR beta-arrestin-2	P. falciparum M1AAP	NOD1 NF-kB reporter
O=[N+]([O-])c1ccc(Sc2ccccn2)nc1	-0.1%	-0.922	-0.235	-0.298	0.398	6.7%	-4.3%	nt	-14.4%	-14.8%	2.0%	-6.9%
O=C(NCCN1CCN(C(=O)c2cccs2)CC1)C(=O)Nc1ccc(Br)cc1	0.2%	0.36	-0.104	0.265	0.283	7.6%	1.6%	-1.0%	-2.6%	nt	5.4%	19.3%
CN(C)CCN(C(=O)c1cccc(N2C(=O)CCC2=O)c1)c1nc2ccc(Br)cc2s1	-0.1%	nt	nt	nt	nt	nt	-0.8%	3.3%	9.1%	-17.0%	nt	-44.3%
O=C(CSc1nnc(-c2ccc(Cl)cc2)o1)N1CCOCC1	0.0%	nt	nt	nt	nt	nt	-16.8%	8.3%	2.9%	-58.2%	nt	1.9%
CC/C(=N\NC(=O)c1c(C)nc2ccccn12)c1ccccc1	-0.1%	nt	nt	nt	nt	nt	-1.8%	7.9%	-12.0%	-17.4%	nt	-35.0%
COc1ccccc1NC(=O)/C=C/c1ccc2c(c1)OCO2	0.6%	0.952	0.105	1.43	-2.21	-5.0%	-54.0%	1.3%	-2.0%	-69.3%	-1.0%	-30.1%
O=c1cc(N2CCN(c3ccccc3)CC2)[nH]c(=O)n1-c1ccccc1Cl	0.0%	0.365	-0.217	0.137	-0.00976	5.0%	6.6%	1.9%	0.8%	8.2%	0.7%	-15.4%
CCOC(=O)c1sc(-c2cccc(C(F)(F)F)c2)nc1O	0.3%	-0.847	-0.0871	-0.466	0.892	6.1%	2.6%	0.9%	16.2%	6.4%	1.8%	0.6%
O=S(=O)(NC1CCCCC1N1CCCCC1)c1ccccc1 (stereo not drawn)	-0.1%	nt	nt	nt	nt	nt	-1.8%	-0.5%	-1.9%	-20.6%	nt	-13.1%
CC(=O)N1CCc2cc(S(=O)(=O)NCCCN3CCC(C)CC3)ccc21	0.0%	nt	nt	nt	nt	nt	3.6%	-3.6%	8.9%	-5.2%	nt	-13.0%
CCOC(=O)c1ccc(NC(=O)CSc2nc(N3CCOCC3)nc(N3CCOCC3)n2)cc1	-0.1%	nt	nt	nt	nt	nt	11.9%	3.4%	9.4%	2.5%	nt	-10.7%
O=C1CCCC2=C1C(c1ccc(O)c(O)c1)c1c(ccc3ncccc13)N2 (stereo not drawn)	-0.3%	-1.1	-0.14	-0.516	0.0106	22.9%	-18.1%	0.5%	29.7%	-32.3%	13.7%	-38.0%
Cc1ccc(C)c(NC(=S)NNC(=S)Nc2ccc(C(C)C)cc2)c1	0.2%	-0.4	-0.214	-0.031	0.811	0.3%	-16.5%	-5.0%	25.0%	-96.0%	-3.1%	13.3%
COc1ccc(NC(=S)Nc2ccc(S(N)(=O)=O)cc2)c(OC)c1	-0.2%	-0.941	-0.32	-0.334	1.34	12.9%	4.2%	-1.0%	1.4%	-2.2%[20 µM]	6.0%	-26.1%
COc1ccccc1-c1noc(-c2ccccc2C(=O)NCc2ccco2)n1	-0.1%	-0.897	-0.288	0.198	-0.039	-1.4%	-4.3%	-4.0%	1.6%	-6.7%[20 µM]	-1.2%	-41.3%
O=C(CCCN1CCC(C(=O)c2ccc(F)cc2)CC1)c1ccc(F)cc1	-0.3%	nt	nt	nt	nt	nt	8.2%	-0.5%	7.9%	-38.7%[20 µM]	nt	-10.6%
CCn1c(S(=O)(=O)O)nc2ccccc21	0.3%	-0.01	1.22	0.156	0.353	0.4%	20.4%	-0.4%	15.8%	4.8%	0.0%	0.9%
CCc1nnc(NC(=O)CSc2nc3c(cc2C#N)CCC3)s1	0.0%	0.364	-0.286	0.365	0.496	2.0%	-162.6%	3.2%	44.1%	8.5%	2.5%	-43.5%
Cc1cc2cc(CN(Cc3cccs3)S(=O)(=O)c3ccc4c(c3)OCCO4)c(=O)[nH]c2cc1C	-0.2%	0.0152	-0.215	0.0429	-0.0821	7.2%	7.7%	-1.4%	14.7%	-29.2%	2.3%	-34.0%
O=C(Cn1cncn1)N/N=C/c1c2ccccc2cc2ccccc12	0.0%	-0.704	-0.206	0.087	0.99	11.5%	0.1%	0.0%	-8.5%	-28.1%	6.1%	0.2%
COc1ccccc1-c1cn[nH]c1-c1ccc(OCC(=O)NN)cc1O	-0.1%	nt	nt	nt	nt	nt	1.8%	-6.2%	14.2%	22.6%	nt	-8.4%
Cn1c(=O)c2[nH]c(N=Nc3ccc(N)cc3N)nc2n(C)c1=O	-0.1%	1.3	-0.232	0.616	-0.311	9.1%	6.1%	-2.8%	18.8%	23.7%	3.8%	-3.8%
CC(SC1=NCCS1)C(=O)Nc1nnc(-c2ccc(Cl)cc2)s1 (stereo not drawn)	-0.3%	2.62	-0.22	1.48	-0.235	2.6%	21.8%	-1.9%	-1.3%	-13.0%	-2.5%	-17.0%
N#C/C(=C\c1ccccc1[N+](=O)[O-])C(=O)NC1CCCCC1	-0.7%	-0.17	-0.107	0.0938	-0.604	24.6%	12.0%	1.7%	14.2%	-3.7%	13.5%	33.9%
COc1ccc(CCN2C(=O)CC(N3CCN(S(=O)(=O)c4ccccc4)CC3)C2=O)cc1OC (stereo not drawn)	0.3%	0.0113	-0.277	0.493	-0.176	-2.4%	21.1%	-4.8%	2.6%	-18.9%	-2.0%	-51.3%
Cc1nnsc1-c1c(C(=O)N2CCOCC2)c(C)nn1-c1ccccc1	-0.2%	0.557	-0.252	0.206	-0.93	2.0%	16.1%	3.5%	-5.1%	8.2%	3.0%	-9.4%
COCCCN(C(=O)c1ccccc1F)c1nc(-c2ccc(OC)cc2)cs1	0.4%	nt	nt	nt	nt	nt	7.4%	-1.5%	4.3%	9.0%	nt	-21.5%
Cc1ccc(NC(=O)CCCc2ccccc2)c([N+](=O)[O-])c1	-0.1%	nt	nt	nt	nt	nt	-7.9%	-3.0%	0.1%	39.6%[20 µM]	nt	-37.0%
O=C1CSC(=Nc2ccc(O)cc2)N1c1ccc(O)cc1	-0.1%	-0.166	-0.095	0.361	-0.869	-9.0%	12.8%	0.9%	-8.2%	-6.2%	4.6%	25.4%
Cc1ccc2c(c1)cc(CN(Cc1ccco1)C(=O)N1CCOCC1)c1nnnn12	0.1%	-0.0743	-0.228	0.276	0.262	-1.1%	9.5%	4.7%	?	-8.7%	7.0%	-24.7%

# 4 of the entries above in order of their number in Dynein transport cytoplasmic EGFP, high to low:
canonical_smiles	Dynein transport	Dynein transport cytoplasmic EGFP	Dynein transport nuclear GR-EGFP	Dynein transport cell count	M17LAP inhibition	HEK293 NOD2/NF-kB	KOR beta-arrestin-1	AID2073	KOR beta-arrestin-2	P. falciparum M1AAP	NOD1 NF-kB reporter
O=C1CSC(=Nc2ccc(O)cc2)N1c1ccc(O)cc1	-0.166	-0.095	0.361	-0.869	-9.0%	12.8%	0.9%	-8.2%	-6.2%	4.6%	25.4%
Cn1c(=O)c2[nH]c(N=Nc3ccc(N)cc3N)nc2n(C)c1=O	1.3	-0.232	0.616	-0.311	9.1%	6.1%	-2.8%	18.8%	23.7%	3.8%	-3.8%
COc1ccc(CCN2C(=O)CC(N3CCN(S(=O)(=O)c4ccccc4)CC3)C2=O)cc1OC (stereo not drawn)	0.0113	-0.277	0.493	-0.176	-2.4%	21.1%	-4.8%	2.6%	-18.9%	-2.0%	-51.3%
CCc1nnc(NC(=O)CSc2nc3c(cc2C#N)CCC3)s1	0.364	-0.286	0.365	0.496	2.0%	-162.6%	3.2%	44.1%	8.5%	2.5%	-43.5%

# (cont.)
SMILES	GPR55 activation	Dynein transport	Dynein transport cytoplasmic EGFP	Dynein transport nuclear GR-EGFP	Dynein transport cell count	M17LAP inhibition	HEK293 NOD2/NF-kB	KOR beta-arrestin-1	AID2073	KOR beta-arrestin-2	P. falciparum M1AAP	NOD1 NF-kB reporter
Nn1c(SCc2cc([N+](=O)[O-])cc3c2OCOC3)nnc1-c1ccccn1	0.9%	-0.887	-0.241	-0.642	1.36	2.4%	-3.6%	-2.4%	2.1%	12.8%	2.5%	-10.6%
CN(c1ccc(OCC(=O)N2CCC(C(N)=O)CC2)cc1)S(=O)(=O)c1cccs1	-0.2%	-0.428	0.726	0.23	-0.166	3.0%	-1.6%	-4.9%	2.4%	-2.6%	2.7%	-4.8%
CC(=O)c1sc(NC(=O)C2=NN(c3ccccc3)C(=O)CC2)nc1C	0.1%	0.465	-0.171	0.744	0.565	10.3%	10.5%	-0.6%	-2.3%	-7.2%	7.3%	-22.0%
COc1cc(SC)ccc1C(=O)Nc1cccc(C)n1	-0.2%	0.0665	-0.228	0.53	0.557	22.0%	-114.8%	nt	10.4%	-11.3%[20 µM]	-2.2%	-70.0%
Cc1ccc(CN2CCN(C3CSCCSC3)CC2CCO)cc1 (stereo not drawn)	0.2%	1.54	-0.0148	0.54	-1.85	0.1%	-0.6%	3.5%	10.5%	-8.2%	-2.0%	-31.0%
CC1(C(=O)NNC(=S)NCc2ccco2)CC1(Cl)Cl (stereo not drawn)	0.2%	0.586	-0.215	0.199	-0.211	16.9%	6.2%	nt	-14.0%	-9.8%[20 µM]	9.6%	-19.5%
COc1cc2cc(CN(Cc3nnnn3Cc3ccco3)C3CCCCC3)c(=O)[nH]c2cc1OC	-0.2%	-0.604	-0.188	0.0288	0.491	-23.3%	5.9%	3.2%	34.1%	-11.7%	13.4%	17.4%
Cc1nn(-c2ccccc2)c(C)c1C(=O)OCC(=O)N1c2ccccc2NC(=O)C1(C)C	-0.1%	-0.411	-0.294	0.00305	0.0672	6.8%	22.3%	-2.7%	9.8%	13.2%	-2.0%	1.1%
Cn1c(SCC(=O)c2ccccc2F)nnc1C1CC1	0.1%	-2.98	0.469	-1.29	0.258	4.5%	0.5%	0.4%	-19.3%	-0.6%	-1.7%	-58.1%
CSc1cccc(NC(N)=S)c1	0.4%	-0.00502	-0.148	0.0388	0.228	-0.4%	17.7%	1.3%	4.1%	35.1%	6.6%	2.9%

# High-throughput results as filed in PubChem.
